# Source: PubChem (National Center for Advancing Translational Sciences (NCATS))
# JMJD2A Tudor inh – blocks the human JMJD2A Tudor domain; O75164; AlphaScreen JMJD2A-Tudor / H3K4me3 peptide binding; Potency, µM (top dose mostly 114 µM), without a hit: at the highest dose activity change, negative = inhibition, most hits filed as inhibitors; 390,000 compounds, 4.4% hits; AID 504339; further: on the % scale 0 is the no-effect control and ±100 the full control effect; nearly all actives have a fitted effect of over 50% in size
# Pol iota inh – blocks human DNA polymerase iota activity. Q9UNA4. Pol iota fluorescent replication assay, 10 min. Potency, µM (top dose mostly 115 µM), for inactives: at the top dose activity, negative = inhibition, usual class: inhibitors. 390,000 compounds, 1% hits
#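 Pol iota at 10 nM preincubated 15 min with compounds at room temperature; reaction started with fluorescent substrate, 50 nM final. Fluorescence read kinetically at 0 and 10 min; buffer-only wells as negative control.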
# G9a inh – blocks human histone lysine methyltransferase G9a | 350,000 compounds, 8.8% hits | Potency, µM (highest dose often 102 µM), for inactives: at the top dose activity, negative = inhibition, most hits filed as inhibitors | G9a H3K9 monomethylation, AlphaScreen, 2 h | Q96KQ7; further: on the % scale 0 is the no-effect control and ±100 the full control effect; nearly all actives have a fitted effect of over 75% in size
#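 G9a (20 nM) was preincubated 15 min with compound, then reacted 2 h at room temperature with 500 nM biotin-H3K9 peptide and 20 µM SAM. Monomethyl-H3K9 detected by AlphaScreen using anti-H3K9me1 antibody.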
# Pol eta inh – DNA polymerase eta (human) inhibition. recombinant Pol eta, fluorescent DNA replication assay. Potency, µM (doses to about 114 µM), inactives show at the highest dose activity change, negative = inhibition, hits mostly inhibitors. 390,000 compounds, 1.2% hits. AID 588591; further: on the % scale 0 is the no-effect control and ±100 the full control effect
#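 Fluorescent replication assay: 50 nM final substrate added after a 15 min room-temperature compound preincubation with 10 nM enzyme. Signal taken at 0 min and again at 10 min.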
# Pol beta inh – inhibitors of human DNA polymerase beta. Potency, µM (top dose mostly 114 µM), inactives show at the highest dose activity change, negative = inhibition, hits mostly inhibitors. 340,000 compounds, 1.3% hits. Pol beta primer extension/strand displacement, fluorescence kinetic. P06746. AID 485314; further: on the % scale 0 is the no-effect control and ±100 the full control effect
#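 Enzyme-only controls used 10 nM Pol beta; buffer lacking enzyme served as negative control. Compound preincubated 15 min, then 50 nM substrate added; 0 and 10 min reads at room temperature.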
# BAZ2B block – inhibitors of human BAZ2B bromodomain; AlphaScreen BAZ2B-H3K14Ac peptide displacement; 360,000 compounds, 4.4% hits; Potency, µM (titrated, usually from 114 µM), for inactives: at the highest dose activity change, negative = inhibition, usual class: inhibitors; AID 504333; further: on the % scale 0 is the no-effect control and ±100 the full control effect; nearly all actives have a fitted effect of over 60% in size
#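 Inhibition is scored as reduced AlphaScreen emission. The BAZ2B/b-H3(5-23)K14Ac complex (50 nM each) in PBS pH 7.4, 0.01% Tween-20 meets compound (up to 110 uM) for 30 min at RT before bead addition.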
# APE1 inh – inhibitors of human APE1 endonuclease; recombinant APE1, TAMRA/BHQ-2 abasic DNA cleavage fluorescence; Potency, µM (titrated, usually from 65.8 µM), for the others: at the highest dose activity change, negative = inhibition, usual class: inhibitors; 350,000 compounds, 0.35% hits;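 further: plate controls were vehicle for no effect and reference inhibitor for full effect; nearly all actives have a fitted effect of over 55% in size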
#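 Substrate: short duplex with […] THF abasic site, 5'-TAMRA and 3'-BHQ-2, 50 nM final. APE1 at 0.75 nM, preincubated 15 min RT with compound. Fluorescence increase from first to third read measured activity.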
# POLK inh – blocks human DNA polymerase kappa activity. Q9UBT6. purified Pol kappa, fluorescent DNA synthesis assay, 10 min. Potency, µM (top dose mostly 107 µM), for the others: at the highest dose activity, negative = inhibition, actives largely listed as inhibitors. 400,000 compounds, 0.53% hits. AID 588579; further: on the % scale 0 is the no-effect control and ±100 the full control effect
#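 Pol kappa 10 nM + cpd, 15 min RT; start w/ substrate 50 nM final; fluorescence kinetic read, 0 and 10 min. Neg ctrl: buffer, no enzyme.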
# BLM inh – blocks DNA unwinding by human BLM helicase. 350,000 compounds, 0.2% hits. Potency, µM (top dose mostly 56.1 µM), for inactives: at the top dose activity change, negative = inhibition, most hits filed as inhibitors. recombinant BLM DNA unwinding, fluorescence dequenching. P54132;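 further: plate controls were vehicle for no effect and no enzyme for full effect; nearly all actives have a fitted effect of over 35% in size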
# Target sequence (P54132 whole entry, looked up): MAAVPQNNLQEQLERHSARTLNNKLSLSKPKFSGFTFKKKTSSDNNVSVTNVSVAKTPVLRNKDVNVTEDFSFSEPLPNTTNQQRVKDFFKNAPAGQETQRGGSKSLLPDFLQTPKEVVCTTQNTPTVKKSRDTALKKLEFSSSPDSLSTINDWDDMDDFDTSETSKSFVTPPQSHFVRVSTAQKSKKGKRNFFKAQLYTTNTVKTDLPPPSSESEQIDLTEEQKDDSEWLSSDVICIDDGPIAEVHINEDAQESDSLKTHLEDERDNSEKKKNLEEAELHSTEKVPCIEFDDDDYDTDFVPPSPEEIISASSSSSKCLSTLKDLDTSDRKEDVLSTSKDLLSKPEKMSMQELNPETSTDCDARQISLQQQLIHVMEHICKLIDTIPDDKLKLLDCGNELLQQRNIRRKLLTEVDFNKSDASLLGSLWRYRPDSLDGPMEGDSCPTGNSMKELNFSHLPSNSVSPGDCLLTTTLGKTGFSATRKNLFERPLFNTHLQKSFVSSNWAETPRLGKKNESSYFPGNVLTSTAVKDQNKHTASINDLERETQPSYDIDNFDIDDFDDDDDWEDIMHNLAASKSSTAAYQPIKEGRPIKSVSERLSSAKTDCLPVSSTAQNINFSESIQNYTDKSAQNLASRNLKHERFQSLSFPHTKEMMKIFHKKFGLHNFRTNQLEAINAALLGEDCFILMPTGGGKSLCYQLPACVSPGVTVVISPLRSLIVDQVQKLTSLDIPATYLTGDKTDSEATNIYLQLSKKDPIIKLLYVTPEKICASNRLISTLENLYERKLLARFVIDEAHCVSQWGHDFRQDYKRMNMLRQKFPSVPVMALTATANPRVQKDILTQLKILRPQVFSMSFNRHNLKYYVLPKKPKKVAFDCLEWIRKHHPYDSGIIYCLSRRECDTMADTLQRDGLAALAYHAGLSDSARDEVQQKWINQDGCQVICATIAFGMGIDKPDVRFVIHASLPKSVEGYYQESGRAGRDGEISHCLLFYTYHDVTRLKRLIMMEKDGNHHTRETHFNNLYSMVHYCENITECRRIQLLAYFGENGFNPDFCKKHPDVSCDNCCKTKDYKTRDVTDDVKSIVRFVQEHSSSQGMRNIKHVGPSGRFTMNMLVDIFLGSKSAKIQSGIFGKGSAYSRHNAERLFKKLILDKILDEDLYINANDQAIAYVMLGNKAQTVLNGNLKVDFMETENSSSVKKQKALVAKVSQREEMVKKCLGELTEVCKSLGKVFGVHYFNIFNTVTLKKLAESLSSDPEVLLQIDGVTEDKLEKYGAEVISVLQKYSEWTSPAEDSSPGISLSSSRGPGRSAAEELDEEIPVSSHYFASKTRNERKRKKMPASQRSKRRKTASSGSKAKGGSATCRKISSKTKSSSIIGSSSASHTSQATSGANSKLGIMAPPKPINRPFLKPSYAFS
# The depositor's hits bear a star; ? = inconclusive; / = not tested or not shown; & = joins results of further samples; [ ] = remark or other dose. The call rests on the fitted dose curve; in most records, active means well fitted curve in the direction sought with a large enough effect; inconclusive means small, poorly fitted or top-dose-only effect, or another doubt; inactive means no such curve, though single readings can be large; an effect the other way counts as inactive or inconclusive. Potency means the concentration at half of the fitted maximal effect.
JMJD2A Tudor inh | Pol iota inh | G9a inh | Pol eta inh | Pol beta inh | BAZ2B block | APE1 inh | POLK inh | BLM inh | molecule
-10.6% | 9.1% | / | -6.6% | 8.7% | 6.5% | -13.5% | 16.2% | 2.7% | CCOC(=O)C1CCN(S(=O)(=O)c2cc(C(=O)OC)n(C)c2)CC1
-12.1% | 7.2% | 6.4%[12.7 µM] | -4.4% | 0.3% | 6.1% | -0.3% | -6.3% | 1.9% | Cc1cc(=O)n2nc(N3CCCC(C(=O)NCc4ccc5c(c4)OCO5)C3)sc2n1 (stereo not given)
4.9% | 33.0%[activator] | -2.5% | -13.6% | 33.0% | -8.7% | 17.6% | -5.6% | -6.1% | CC(C)C(=O)NNS(=O)(=O)c1ccccc1
-22.0% | 138.8%[activator] | ? | -8.7% | 2.7% | -7.1% | -2.1% | 1.5% | 1.6% | COCCCNC(=S)N(Cc1ccccc1)Cc1nc2ccccc2c(=O)[nH]1
56.2µM* | 17.6% | ? | -7.9% | 30.4% | ? | / | -13.7% | -3.5% | CCOc1ccc(CNC(=O)Cn2cc3c(n2)-c2c(oc(C(=O)N4CCOCC4)c2C)CC3)cc1
-17.8% | 89.4%[activator] | / | ? | / | / | -7.7% | -21.2% | / | Cc1ccc(NC(=O)COC(=O)Cn2nc(-c3ccc(F)cc3)oc2=O)cc1C
-17.9% | ? | / | -2.6% | 3.4% | -8.7% | -1.0% | -21.5% | 3.8% | CCOP(=O)(Cc1ccc(C(C)(C)CC(C)=O)o1)OCC
-22.8% | -17.2% | -20.2%[59 µM] | -11.3% | ? | ? | / | -9.1% | -19.5% | Cc1ccc(S(=O)(=O)c2c(O)cc(C)c(NS(=O)(=O)c3ccc(Cl)cc3)c2C)cc1
-18.9% | 34.8%[activator] | 1.3%[59 µM] | -15.0% | -0.8% | -6.7% | / | -23.0% | 0.4% | Cn1c(=O)c2c(nc(NCCCCO)n2Cc2ccccc2Cl)n(C)c1=O
25.3%&4.7% | 7.3%&29.2% | -4.6% | -18.2%&-12.9% | 35.0% | -6.8%&-0.4% | 29.0% | 6.7%&-8.6% | 0.4%&-1.0% | COCCCNC(=O)CN1C(=O)COc2ccc(S(=O)(=O)N3CCCCCC3)cc21
-3.4% | 52.8%[activator] | 10.2%[59 µM] | -7.2% | 1.1% | 3.4% | 3.3% | -9.8% | 2.5% | NS(=O)(=O)c1ccc(NC(=S)N2CCN(c3ccccc3Cl)CC2)cc1
-0.7% | 6.0% | -13.9% | -18.2% | / | 5.5% | 38.9% | 6.5% | / | CCOC(=O)c1ccc(NC(=O)CSc2nc(=O)n(CCN3CCOCC3)c3c2CCC3)cc1
-11.0% | -14.9% | ? | -10.7% | 3.3% | -1.3% | 0.3% | -2.6% | -1.3% | CCOC(=O)N1CCN(c2c(N3CCN(c4ccccn4)CC3)c(=O)c2=O)CC1
47.9%[activator] | 4.6% | 24.4% | ? | 3.1% | 52.5%[activator] | -1.8% | -14.9% | 0.4% | CC1CCCN(S(=O)(=O)c2ccc(Br)s2)C1 (stereo not given)
/ | / | -5.2%[59 µM] | / | / | / | 6.6% | -13.2%[60.1 µM] | 7.2% | COc1ccc(CC(N)C(=O)N[C@H]2[C@@H](O)[C@H](n3cnc4c(N(C)C)ncnc43)O[C@@H]2CO)cc1 (stereo not given in full)
-13.0% | ? | ? | -14.2% | 11.2% | -4.0% | / | -18.3%[60.1 µM] | 0.4% | CCOc1ccccc1NC(=O)CSc1nnc2[nH]c(=O)cc(-c3ccccc3)n12
-26.6% | -8.3% | ? | ? | -16.4% | -1.7% | 7.5% | -2.8% | 3.7% | Brc1cc2c(cc1COc1ccc(-c3nn[nH]n3)cc1)OCO2
-3.5% | 6.1% | 23.4%[59 µM] | -18.4% | -10.7% | 1.4% | ? | 2.9% | -2.8% | O=C(COC(=O)/C=C/c1ccc(F)cc1)Nc1cc(C(F)(F)F)ccc1N1CCOCC1
? | -12.2% | -10.9%[59 µM] | -18.3% | 4.2% | -35.7% | / | 5.5% | -2.8% | CC(=O)c1ccc(NC(=O)NCCc2c[nH]c3ccccc23)cc1
-12.3% | 58.4%[activator] | -5.8% | -17.5% | 1.3% | -11.2%[57.1 µM] | 24.1% | 2.4% | 1.4% | COc1ccccc1N1CCN(C2CCCN(C(=O)c3cc(C4CC4)on3)C2)CC1 (stereo not given)
-7.2% | 7.1% | -40.1%[12.7 µM] | -7.2% | 30.4% | -6.0% | 0.2% | -1.7% | -0.9% | CCCCOc1ccc(C(=O)O)cc1
-10.6% | 20.5% | 0.0%[59 µM] | -8.2% | 2.9% | 4.0% | / | -1.1%[60.1 µM] | 1.2% | Cc1ccc(NS(=O)(=O)c2ccc(NC(=O)N3CCCC3)cc2)cc1C
-10.4% | 16.0% | 25.2% | -7.0% | 0.9% | -20.2% | 3.7% | -11.8% | -1.8% | CCCCCCC(C)n1[nH]c(=O)c2c(C)cc(C)nc21 (stereo not given)
? | 52.8%[activator] | 2µM* | -2.5% | 1.7% | -38.1% | -2.5% | -11.5% | -6.3% | N#C/C(=N\Nc1ccc(S(=O)(=O)N2CCCCCC2)cc1)C(N)=S
-1.4% | -21.8% | ? | -2.9% | 9.9% | 0.0% | 2.7% | -7.0% | -4.5% | Cn1c2c(c(=O)n(C)c1=O)C(CC(=O)Nc1ccccc1F)C(=O)N2 (stereo not given)
? | -9.8% | 16.5%[59 µM] | -6.3% | 35.3% | -1.6% | -0.9% | -1.6% | 0.4% | CCn1c(=O)cc(SCC(=O)N2CCN(Cc3ccc4c(c3)OCO4)CC2)c2ccccc21
-27.4% | -11.4% | / | ? | 22.7% | -4.0% | -12.0% | -15.9% | -11.1% | CCOC(=O)c1c(NC(=S)NNS(=O)(=O)c2ccc(Br)cc2)sc2c1CCCCC2
-9.0% | 27.1% | / | -20.9% | -14.1% | -1.1% | -15.6% | -7.7% | -13.5% | CCCc1ccc2oc(C(=O)NCCc3nc(C(=O)OCC)cs3)c(C)c2c1
-22.1% | 3.1% | 5.5%[59 µM] | -9.9% | 13.0% | 8.1% | 7.8% | -13.1% | 4.8% | COc1ccccc1N(CC(=O)NC1CCCCC1)C(=O)c1csnn1
-11.4% | -2.8% | -23.4%[59 µM] | -9.4% | -3.3% | 5.1% | -0.7% | -9.3% | 1.6% | COC(=O)c1[nH]c2ccc(Cl)cc2c1NC(=O)CCN1CCN(C2CCCCC2)CC1
/ | / | 21.4%[0.501 µM] | / | / | / | -4.2% | -16.6%[60.1 µM] | -7.3% | CN1CCN(c2ncncc2-c2ccoc2)CC1
-6.5% | -1.6% | -30.8%[59 µM] | -2.2% | -20.1% | 0.8% | -0.7% | -10.1% | -1.2% | CCCCc1cc(=O)oc2cc(OCc3cc(OC)c(OC)c(OC)c3)c(Cl)cc12
-2.1% | 8.8% | -17.7% | -13.6% | 1.5% | -1.0% | -5.4% | 16.6% | -0.5% | COc1ccc(F)cc1S(=O)(=O)Nc1ccc2c(c1)OCCO2
-7.4% | -6.5% | 12.9%[59 µM] | -11.7% | 1.4% | 4.1% | -2.0% | -2.8% | -0.2% | CN(C)S(=O)(=O)c1ccc(C(=O)Nc2ccc(CCC(=O)N3CCCC3)cc2)cc1
-24.8% | -2.3% | ? | -15.9% | -4.0% | ? | 1.0% | -5.3% | -4.8% | Cc1cc(C)nc(SCc2cc(=O)c(OC(=O)c3cccc([N+](=O)[O-])c3)co2)n1
31.0% | 22.3% | / | -7.7% | / | / | / | 14.1% | / | CC1(c2nnc(-c3cccc(Cl)c3)o2)CC(c2ccccc2F)=NO1 (stereo not given)
-19.5% | -47.6% | 23.2%[59 µM] | -13.6% | 4.8% | -9.0% | 11.2% | -19.9% | -7.1% | COc1ccccc1N=c1oc2cc(O)ccc2cc1C(=O)NCC1CCCO1 (stereo not given)
15.0% | 26.0% | / | ? | 4.1% | 10.9% | -8.8% | 0.4% | -5.1% | CSc1ccccc1NC(=O)C1CC(c2c(F)cccc2Cl)=NO1 (stereo not given)
-0.7% | -1.8% | -27.2% | -12.7% | / | -16.7% | 21.1% | -4.9% | / | CC(OC(=O)c1cc(Br)ccc1O)C(=O)NC1(C#N)CCCCC1 (stereo not given)
-9.2% | 1.8% | 16.8% | 3.4% | -9.1% | -4.4% | 32.0% | 1.1% | -0.4% | CC1CCN(C(=O)NC(=O)c2ccccc2)CC1
? | -21.6% | 0.5%[12.7 µM] | -11.2% | 0.8% | -29.4% | -5.0% | -21.7% | -6.3% | O=C(NNc1c2ccccc2nc2ccccc12)C(O)c1ccccc1 (stereo not given)
-12.1% | 10.7% | 8.1% | 1.1% | / | -1.3% | -8.7% | -1.9% | / | O=C(CSc1nc(=O)n2ccccc2n1)NCCc1ccccc1
-12.8% | 43.3%[activator] | 50.1µM* | -0.7% | ? | -18.2% | 7.5% | -24.6% | -6.4% | COc1ccc(-n2c(=O)/c(=C\c3cccs3)s/c2=C(/C#N)C(=O)N2CCN(C)CC2)cc1
-21.3% | 6.0% | 9.6%[59 µM] | -8.6% | 1.3% | 10.2% | 0.0% | -10.9% | 5.1% | Cc1ccc(-n2c(=O)[nH]cc(C(=O)N3CCc4ccccc43)c2=O)cc1C
50.1µM* | 18.1% | / | -11.2% | / | / | / | -5.7% | / | Nc1ccc2c(c1)Cc1cc(N)c(Br)cc1-2
-18.5% | -19.4% | -35.5%[59 µM] | -1.5% | 39.6% | -8.3% | / | 3.5% | -4.6% | O=C(CSc1nnc(-c2ccccc2)c(-c2ccccc2)n1)NC1CCCCC1
-14.8% | ? | ? | -10.9% | ? | -6.2% | ? | -28.5% | -14.0% | O=C(NCc1ccco1)C(=O)NCC1OCCN1S(=O)(=O)c1ccccc1 (stereo not given)

# Some of the compounds tested, so the mix of outcomes need not match the whole.
